PLC-gamma1 inh – inhibitors of human phospholipase C gamma1; P19174; purified PLC-gamma1, fluorogenic substrate, fluorescence; inhibition, % at 12.2 µM; 0.84% of 370,000 active; AID 720700; in the data active = inhibition above about 9.5%
hgDAF-12 ag – hgDAF-12 agonism, primary luciferase screen | 1.8% of 370,000 active | HEK293 GAL4-hgDAF12 UAS-luciferase reporter, agonist luminescence; normalized to butyrate control | activation, % at 6.8 µM;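 active = activation above a cutoff set at the mean of all screened compounds plus 3 SD, cut at about 10% in these data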;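 also: 0% = DMSO wells and 100% = sodium butyrate wells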
ssDAF-12 act – activates DAF-12 receptor from parasite S. stercoralis; 1% of 370,000 active; activation, % at 6.8 µM; HEK293 ssDAF-12/GRIP1 lit1-tk-luc reporter, luminescence; % of 3 µM dafachronic acid response;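 active = activation above the mean over all tested compounds plus 3 SD, cut at about 0.9% in these data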;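 also: 0% = DMSO-only wells and 100% = 3 µM delta7-dafachronic acid wells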
ADAM10 inh – inhibitors of human ADAM10. O14672. recombinant ADAM10, EDANS/DABCYL FRET peptide cleavage, 3 h. inhibition, % at 7 µM. 0.62% of 370,000 active. AID 720582;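 active = inhibition above a per-campaign cutoff equal to the mean of compounds falling between control-based bounds plus 3 SD, cut at about 20% in these data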;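 also: 0% = DMSO wells while the 100% control is not disclosed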
PLC-beta3 inh – blocks human PLC-beta3 enzyme activity. Q01970. Purified PLC-beta3, fluorogenic substrate, fluorescence. inhibition, % at 12.2 µM. 0.18% of 370,000 active; in the data active = inhibition above about 11%;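 also: 0% = median of compound wells on plate and 100% = full blocker control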
DAX1 inh-1 – inhibitors of human orphan nuclear receptor DAX1 (NR0B1); HEK293 Gal4-DAX1 luciferase reporter, luminescence; P51843; AID 504766; 0.99% of 340,000 active; inhibition, % at 6.75 µM;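 active = inhibition above the mean over all tested compounds plus 3 SD, cut at about 4.2% in these data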;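 also: 0% = DAX1-transfected cells with DMSO and 100% = empty-vector control cells with DMSO; inhibition shows as a rise in luminescence from relieved DAX1 repression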
ADAM17 inh – ADAM17 inhibition, QFRET primary screen; 0.83% of 370,000 active; inhibition, % at 6.95 µM; P78536; recombinant ADAM17, EDANS/DABCYL FRET peptide cleavage;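 active = inhibition above the mean of compounds lying between control limits plus 3 SD, set per campaign, cut at about 8.5% in these data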;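 also: 0% = DMSO-only wells as the low control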
Target sequence (P78536 215-824 limits assumed): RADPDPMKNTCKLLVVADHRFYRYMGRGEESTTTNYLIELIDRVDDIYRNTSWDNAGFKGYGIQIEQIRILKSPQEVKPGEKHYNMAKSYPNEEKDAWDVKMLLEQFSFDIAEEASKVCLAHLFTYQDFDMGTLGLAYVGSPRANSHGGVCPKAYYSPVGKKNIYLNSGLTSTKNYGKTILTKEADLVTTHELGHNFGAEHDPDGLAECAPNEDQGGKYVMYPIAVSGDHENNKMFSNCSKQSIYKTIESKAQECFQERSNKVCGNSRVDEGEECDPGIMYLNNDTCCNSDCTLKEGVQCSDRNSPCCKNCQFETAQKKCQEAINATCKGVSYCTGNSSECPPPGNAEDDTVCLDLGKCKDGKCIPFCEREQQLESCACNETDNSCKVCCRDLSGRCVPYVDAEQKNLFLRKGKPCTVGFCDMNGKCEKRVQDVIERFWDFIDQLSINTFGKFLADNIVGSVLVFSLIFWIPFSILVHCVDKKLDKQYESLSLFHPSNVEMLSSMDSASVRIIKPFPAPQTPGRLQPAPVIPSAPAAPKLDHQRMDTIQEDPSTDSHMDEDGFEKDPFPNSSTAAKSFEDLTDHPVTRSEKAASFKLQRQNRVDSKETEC
hcDAF-12 act – activators of H. contortus DAF-12 nuclear receptor; HEK293 hcDAF-12 lit1-tk-luc reporter, luminescence; 0% DMSO, 100% Δ7-dafachronic acid; activation, % at 6.8 µM; 1.4% of 370,000 active; AID 652067;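 active = activation above the mean of all tested compounds plus 3 SD, cut at about 5.5% in these data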;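 also: 100% = response to 3 µM Δ7-dafachronic acid high control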
FXN GAA850 act – frataxin GAA850 promoter activation; 0.56% of 360,000 active; activation, % at 6 µM; HEK293 lucGAA850 FXN promoter luciferase reporter, 24 h; percent of 10 µM SAHA response; AID 540364;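 active = activation above the average of all compounds screened plus 3 SD, cutoff fixed separately per campaign, cut at about 7.5% in these data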;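 also: 0% = DMSO wells and 100% = 10 µM SAHA wells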
DAX1 inh-2 – blocks DAX1 repression of SF-1 activated StAR promoter | 1.1% of 370,000 active | AID 652010 | inhibition, % at 6.8 µM | HEK293T StAR-luciferase reporter, SF-1/DAX-1 repression relief;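 active = inhibition above the mean over all tested compounds plus 3 SD, cut at about 3.6% in these data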;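 also: 0% = DAX-1 cells with DMSO and 100% = cells lacking DAX-1 with DMSO; higher inhibition means more luminescence from relief of DAX-1 repression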
sPLA2-III inh – Blocks human group III sPLA2 activity | 0.56% of 370,000 active | QFRET BODIPY PC-A2 liposome hydrolysis, fluorescence | AID 743126 | Q9NZ20 | inhibition, % at 12.2 µM;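 active = inhibition above mean plus 3 SD of compounds lying within the high and low control bounds, cut at about 19% in these data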;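 also: 0% = median of test compound wells and 100% = no enzyme DMSO wells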
Target sequence (Q9NZ20 whole entry, looked up): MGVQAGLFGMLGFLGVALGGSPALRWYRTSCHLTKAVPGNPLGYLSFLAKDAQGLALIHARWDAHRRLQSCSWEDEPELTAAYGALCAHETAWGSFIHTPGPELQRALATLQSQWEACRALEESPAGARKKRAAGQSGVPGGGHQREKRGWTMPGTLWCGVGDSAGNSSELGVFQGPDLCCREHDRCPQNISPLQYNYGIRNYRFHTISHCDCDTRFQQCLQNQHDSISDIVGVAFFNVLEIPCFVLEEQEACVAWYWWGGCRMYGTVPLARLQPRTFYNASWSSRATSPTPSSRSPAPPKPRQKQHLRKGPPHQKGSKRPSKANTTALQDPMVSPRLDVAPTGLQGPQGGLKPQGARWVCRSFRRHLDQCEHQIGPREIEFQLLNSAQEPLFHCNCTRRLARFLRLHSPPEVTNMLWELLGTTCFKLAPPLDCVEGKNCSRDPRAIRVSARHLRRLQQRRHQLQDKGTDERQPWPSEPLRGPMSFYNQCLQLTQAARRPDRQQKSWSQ
The depositor's hits bear a star; · = no result given.

SMILES | PLC-gamma1 inh | hgDAF-12 ag | ssDAF-12 act | ADAM10 inh | PLC-beta3 inh | DAX1 inh-1 | ADAM17 inh | hcDAF-12 act | FXN GAA850 act | DAX1 inh-2 | sPLA2-III inh
COc1ccc(/C=N/NC(=O)c2ccncc2)cc1CN1CCOCC1 | -9.1 | 0.5 | -1.0 | 3.8 | -14.7 | 0.1 | -3.2 | 0.3 | 1.8 | 0.2 | 13.9
Cc1cc(C)n(CC(O)Cn2c3ccc(Br)cc3c3cc(Br)ccc32)c(=O)n1 (stereo unspecified) | 1.8 | 0.1 | -0.8 | 20.2* | 1.3 | -0.3 | 7.9 | -2.1 | -1.2 | -1.6 | -13.4
O=C(c1ccc(Cl)c(Cl)c1)c1cc(-c2ccccn2)c(N2CCOCC2)s1 | -188.5 | 2.4 | -1.3 | -7.9 | -229.0 | 0.0 | -1.1 | -1.8 | -1.8 | -1.6 | -11.5
Cc1cc(NCCN2CCOCC2)n2ncc(-c3ccccc3)c2n1 | -51.9 | 6.2 | 0.1 | -11.0 | -58.1 | 3.2 | -3.6 | 3.5 | 1.0 | 1.8 | 1.4
Cc1ccnc(NC(=O)Cc2ccc(-c3ccccc3)cc2)c1 | -12.4 | 33.5* | 1.3* | -8.9 | -23.8 | 3.0 | -2.1 | 9.9* | 7.9* | 14.7* | -6.9
CC(C)c1ccccc1N=C1SCCCN1C(=O)c1cccc(N2C(=O)CCC2=O)c1 | 2.5 | -2.2 | -1.0 | 4.2 | 6.9 | -0.1 | -2.4 | -0.8 | 0.2 | 0.5 | 2.2
C=CCc1cccc(Cl)c1OCCON1C(=O)CCC1=O | -1.4 | -0.2 | -0.5 | -4.4 | -0.2 | 0.8 | -1.3 | 0.4 | 0.0 | -0.4 | -7.5
COc1cccc(NC(=S)NNC(=O)Cn2nc(C(F)F)cc2C(F)F)c1 | -0.1 | 2.4 | -1.2 | 4.5 | 1.1 | -0.8 | 3.4 | -1.9 | 1.2 | -0.4 | 12.6
CCn1nnnc1NCc1ccc(N2CCCC2)cc1 | -53.8 | 1.6 | -0.8 | -0.9 | -68.1 | -0.4 | 0.2 | -0.5 | -0.7 | 0.0 | -3.2
Cc1ccccc1CSc1nnc(-c2cnccn2)n1C | -0.1 | 2.0 | -0.3 | -9.5 | -6.6 | · | -0.5 | -0.7 | 1.9 | 0.3 | 6.8
COc1ccccc1-c1nnc(SCC(=O)NC2CCS(=O)(=O)C2)n1CCc1ccccc1 (stereo unspecified) | 2.2 | -0.5 | -1.3 | 3.7 | 2.4 | -0.8 | 1.8 | 1.7 | 0.1 | -0.3 | -2.4
CCC(C)NC(=O)C(Sc1ccccc1)c1ccccc1 (stereo unspecified) | -0.5 | 2.8 | -0.5 | -2.4 | 1.5 | -0.1 | -0.9 | 0.7 | 1.2 | -0.2 | 1.4
O=C(Nc1cc([N+](=O)[O-])ccc1O)NC1CCS(=O)(=O)C1 (stereo unspecified) | 2.0 | 0.8 | -1.3 | 2.2 | -1.9 | 0.5 | 0.4 | -0.2 | 1.3 | -0.7 | -7.2
O=C(CS(=O)Cc1ccccc1Cl)Nc1ccccc1Cl (stereo unspecified) | 8.6 | 0.1 | -0.7 | 8.6 | 7.2 | -0.8 | -1.4 | -1.6 | -0.3 | 0.3 | 7.6
CCOC(=O)c1ccccc1NC(=O)CCNC(=O)Cn1cnc2ccccc2c1=O | 1.4 | -3.2 | -1.3 | 0.5 | -0.3 | -0.1 | -2.1 | -0.2 | -3.2 | 0.3 | 1.7
O=C(CC1C(=O)CCCC1=O)c1ccccc1 | -4.8 | -0.1 | -1.2 | 1.3 | -0.4 | 1.3 | -0.2 | 0.0 | 4.6 | -0.1 | -5.6
N#Cc1ccc(Cl)cc1NC(=O)CN1C(=O)C(=O)N(CCC2=CCCCC2)C1=O | -1.0 | 2.0 | 1.2* | -12.5 | -3.3 | -0.3 | -5.1 | 4.3 | -1.1 | -0.2 | 4.5
CC(C)(C)C1=C[C@@H](CO)C[C@@H](CO)C1 | 0.7 | 1.9 | -1.0 | -4.2 | -2.2 | 0.3 | -2.2 | -0.4 | 0.5 | 0.0 | 2.7
N#Cc1nc(-c2ccco2)oc1NCc1ccccc1Cl | -36.7 | -0.7 | -2.2 | -116.5 | -53.9 | · | -51.8 | -1.4 | 3.5 | -0.1 | 12.2
O=C(O)c1ccc(Cl)c(S(=O)(=O)NCc2cccnc2)c1 | 1.6 | 4.1 | -0.1 | 3.8 | -0.8 | 0.0 | -4.2 | -0.7 | -1.9 | 1.3 | 0.7
CC(=O)c1cccc(NCC(=O)c2ccc(C)c([N+](=O)[O-])c2)c1 | -2.4 | 0.5 | -1.0 | -12.0 | -12.5 | 1.9 | -1.1 | -0.7 | -2.2 | 0.0 | 4.3
CC(C)C(NC(=O)C12CC3CC(CC(C3)C1)C2)C(=O)N/N=C/C1=C(N2CCOCC2)C(=C\c2cccc([N+](=O)[O-])c2)/CC1 (stereo unspecified) | -0.2 | 0.8 | -0.7 | -1.8 | -1.1 | -0.3 | -2.2 | -0.2 | 0.3 | -0.8 | 6.4
Cc1cc(OCC(=O)NCCCn2ccnc2)c2c(C)c(C)c(=O)oc2c1 | -135.1 | -0.1 | -1.0 | -362.6 | -210.2 | -0.1 | -115.5 | -1.1 | -1.4 | -2.1 | -3.3
Cc1ccc(S(=O)(=O)NC(C)(C)CSc2nncn2N)cc1 | 11.0* | 0.9 | -1.2 | 5.7 | 2.8 | 1.0 | -2.2 | 0.8 | 1.1 | -0.4 | -10.3
CCOC(=O)c1ccc(N2C(=O)CC(SCC(=O)Nc3ccc(S(N)(=O)=O)cc3)C2=O)cc1 (stereo unspecified) | -9.2 | 1.1 | -1.4 | -13.9 | -4.0 | 0.0 | -0.9 | -1.3 | 1.9 | -0.2 | -24.0
Cc1cccc(S(=O)(=O)Nc2nc3ccccc3nc2OC(C)C)c1 | -1.2 | 0.0 | -1.1 | 0.1 | -1.6 | -0.9 | -0.7 | 1.2 | 1.6 | -0.1 | 0.8
Cc1ccccc1CC(=O)Nc1ccc2c(c1)CCC2 | -3.4 | 7.5 | -1.2 | 1.4 | -2.0 | 0.0 | 2.5 | -2.5 | 0.8 | 0.1 | -4.9
Cc1ccc(C)c(NC(=O)CN(C)C(=O)c2cccc(N3C(=O)CCC3=O)c2)c1 | -4.1 | -0.8 | -0.6 | -2.7 | -3.9 | 1.4 | -0.3 | -0.5 | 1.9 | 2.4 | 4.8
CCn1c(=O)n(CC(=O)N2CCCN(Cc3ccccc3)CC2)c(=O)c2ccccc21 | 2.2 | 0.5 | -1.1 | -8.9 | 1.2 | · | -1.4 | 2.5 | · | 1.4 | 0.0
Cc1cc(C)cc(OCc2nnc(SCC(=O)N3CCN(c4ccccc4)CC3)o2)c1 | 6.8 | 0.4 | -0.7 | 10.9 | 8.0 | 1.7 | 5.0 | 0.0 | 0.4 | 0.0 | -3.8
O=C(Cc1ccc(S(=O)(=O)N2CCOCC2)s1)NCC(=O)Nc1ccccc1Br | -0.7 | -2.8 | -0.8 | -3.3 | -3.6 | 0.0 | -1.7 | 0.4 | 1.6 | -1.4 | 3.6
O=S1(=O)CCC(NS(=O)(=O)c2ccc3ccccc3c2)C1 (stereo unspecified) | -0.9 | -1.1 | -1.4 | 5.9 | -5.0 | -1.2 | -1.5 | -2.5 | 0.0 | -0.4 | -0.2
COc1cccc(C(=O)CSc2nc3ccccc3n2CC(=O)N2CCOCC2)c1 | 0.2 | 2.2 | -1.4 | 5.3 | 2.9 | -0.3 | 1.3 | -0.8 | -1.6 | -0.2 | -10.3
Cn1c2ccccc2c2nnc(SCC(=O)Nc3cccc(O)c3)nc21 | -4.0 | 4.6 | 0.4 | 3.7 | -11.5 | -3.1 | 2.5 | 0.8 | 2.5 | -0.2 | -11.9
O=C(N1CCOCC1)N1c2ccccc2CC(N2CCOCC2)c2ccccc21 (stereo unspecified) | -3.2 | -1.7 | -0.9 | -3.6 | -4.0 | -0.2 | -2.3 | -0.5 | 2.2 | 0.0 | -2.4
O=C1C=C(NC2CCCCC2)CCC1 | -1.6 | 1.7 | -0.8 | 3.7 | 2.6 | 0.4 | -4.6 | -0.2 | 1.4 | -0.1 | 0.1
COc1cc(C(C(=O)NCc2ccccc2)N(Cc2ccco2)C(=O)c2cnccn2)cc(OC)c1OC (stereo unspecified) | 1.9 | 0.4 | -1.4 | -8.5 | -5.6 | -0.2 | -0.7 | -0.5 | 0.0 | -0.8 | -1.1
CN(C(=O)c1ccc(NC(=O)Cc2ccc(NC(=O)C3CCCN(C(=O)c4ccccc4)C3)cc2)cc1)C1CCCC1 (stereo unspecified) | -0.5 | 2.0 | -1.4 | -2.9 | 2.9 | -1.8 | 1.2 | 1.3 | 1.4 | -2.0 | -14.2
CCOC(=O)C[C@H]1c2cc(F)ccc2S(=O)(=O)N1C(C)(C)C | 2.0 | -2.1 | -0.6 | 4.8 | 4.7 | -0.8 | 5.3 | -1.2 | 0.9 | 0.3 | 3.5
O=C1N=C(N2CCOCC2)S/C1=C\c1cccnc1 | -1.2 | -0.6 | -0.5 | -5.4 | -0.5 | 0.6 | -4.1 | 0.5 | 0.7 | 2.2 | -0.3
Cc1c(C(=O)NCc2ccccn2)oc2ccc(S(=O)(=O)N3CCC4(CC3)OCCO4)cc12 | 0.3 | 0.4 | -0.4 | 5.3 | 0.3 | 0.0 | 0.9 | -1.8 | 5.4 | -0.1 | -9.1
CC(C)NC(=O)CSc1nc(Cc2ccccc2)nc2ccccc12 | 2.6 | -4.5 | -1.4 | 2.5 | -1.6 | 1.0 | 1.1 | -1.4 | 1.6 | 0.1 | -0.2
O=C(COC(=O)c1n[nH]c2ccccc12)NCCc1ccccc1 | -1.5 | 4.6 | 0.2 | -6.7 | -2.1 | -0.1 | -3.4 | 1.6 | -1.3 | -0.9 | -18.1
O=C1NCCCCC1NS(=O)(=O)c1ccc(F)c(F)c1 (stereo unspecified) | -0.5 | 1.8 | -1.3 | -5.5 | -5.4 | 2.4 | -2.3 | 2.7 | -0.1 | -0.3 | -0.4
CCOC(=O)c1cc2n(n1)C(C(F)(F)F)CC(C)N2 (stereo unspecified) | 3.3 | 2.2 | -0.5 | 0.6 | 1.9 | -0.2 | -3.4 | -0.8 | 0.7 | 0.9 | 2.8

A section taken from the entries so far:
SMILES | PLC-gamma1 inh | hgDAF-12 ag | ssDAF-12 act | ADAM10 inh | PLC-beta3 inh | DAX1 inh-1 | ADAM17 inh | hcDAF-12 act | FXN GAA850 act | DAX1 inh-2 | sPLA2-III inh
O=C(COC(=O)c1n[nH]c2ccccc12)NCCc1ccccc1 | -1.5 | 4.6 | 0.2 | -6.7 | -2.1 | -0.1 | -3.4 | 1.6 | -1.3 | -0.9 | -18.1
O=C1NCCCCC1NS(=O)(=O)c1ccc(F)c(F)c1 (stereo unspecified) | -0.5 | 1.8 | -1.3 | -5.5 | -5.4 | 2.4 | -2.3 | 2.7 | -0.1 | -0.3 | -0.4
CCOC(=O)c1cc2n(n1)C(C(F)(F)F)CC(C)N2 (stereo unspecified) | 3.3 | 2.2 | -0.5 | 0.6 | 1.9 | -0.2 | -3.4 | -0.8 | 0.7 | 0.9 | 2.8
